Assay outcomes deposited in PubChem by National Center for Advancing Translational Sciences (NCATS).
12-hLO inh: qHTS Assay for Inhibitors of 12-hLO (12-human lipoxygenase) | Polyunsaturated fatty acid lipoxygenase ALOX12 (Homo sapiens), P18054 | 150,000 tested, 0.12% active | purified 12-hLO, xylenol orange hydroperoxide absorbance | Potency, µM (series often up to 57.1 µM), for the others: top-dose activity change, negative = inhibition, actives largely listed as inhibitors; also: potency is read from the fitted curve at half-maximal effect; nearly all actives have a fitted effect of over 55% in size; many of its hits are not listed in these tables
Target sequence (P18054 whole entry, looked up): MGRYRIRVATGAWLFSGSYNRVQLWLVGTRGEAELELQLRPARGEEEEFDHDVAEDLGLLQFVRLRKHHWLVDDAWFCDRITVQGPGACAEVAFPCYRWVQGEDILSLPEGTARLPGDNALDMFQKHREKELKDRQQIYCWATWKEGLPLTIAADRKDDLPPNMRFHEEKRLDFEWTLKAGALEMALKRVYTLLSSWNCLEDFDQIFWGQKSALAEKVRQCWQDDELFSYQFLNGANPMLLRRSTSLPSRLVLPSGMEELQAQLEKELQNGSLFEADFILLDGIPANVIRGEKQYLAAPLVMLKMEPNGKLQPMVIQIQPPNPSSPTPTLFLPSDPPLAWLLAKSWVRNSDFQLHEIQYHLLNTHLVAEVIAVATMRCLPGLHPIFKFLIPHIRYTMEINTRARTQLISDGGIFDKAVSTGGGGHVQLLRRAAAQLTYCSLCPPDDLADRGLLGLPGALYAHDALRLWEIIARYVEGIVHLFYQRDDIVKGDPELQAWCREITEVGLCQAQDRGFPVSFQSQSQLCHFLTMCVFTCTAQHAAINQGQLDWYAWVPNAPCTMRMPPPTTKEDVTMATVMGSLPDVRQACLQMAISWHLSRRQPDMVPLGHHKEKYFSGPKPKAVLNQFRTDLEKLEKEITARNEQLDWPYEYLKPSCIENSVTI
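Purified human 12hLO (150 nM), preincubated 15 min with compound, then 40 uM arachidonic acid for 30 min, room temperature, Hepes pH 7.0 with 0.01% Triton X-100. Hydroperoxide detected by ferrous iron/xylenol orange; 573/405 nm absorbance ratio gives reaction progress.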
15-hLO-2 inh: qHTS Assay for Inhibitors of 15-hLO-2 (15-human lipoxygenase 2). AID 881, 2007. 110,000 tested, 0.56% active. purified 15hLO-2, xylenol orange hydroperoxide absorbance. Potency, µM (titrated, usually from 57.1 µM), without a hit: at the top dose activity change, negative = inhibition, hits mostly inhibitors. Polyunsaturated fatty acid lipoxygenase ALOX15B (Homo sapiens), O15296; also: potency is read from the fitted curve at half-maximal effect; nearly all actives have a fitted effect of over 60% in size; many of its hits are not listed in these tables
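Screening format was qHTS against 50 nM purified 15hLO-2 in Hepes pH 7.5 with detergent. Activity follows hydroperoxide formation from 45 uM arachidonic acid, measured as 573:405 nm absorbance ratio of the ferric-xylenol orange complex.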
IMPase cell inh: qHTS Assay for Identifying the Cell-Membrane Permeable IMPase Inhibitors; Inositol monophosphatase 1 (Rattus norvegicus), P97697; CHO-M1 cells, IP1 accumulation, HTRF TR-FRET ratio; inhibition (IP1 accumulation), % at 46.1 µM; 120,000 tested, under 10 active; active = well fitted curve in the direction sought with a large enough effect in the signal ratio, not every such curve was filed as active; inconclusive = small, poorly fitted or top-dose-only effect, or a change in a side signal; inactive = no such curve, though single readings can be large or run the other way; the % refers to the signal ratio;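 also: cells stimulated with carbachol in lithium chloride buffer; plate controls were DMSO basal wells for no effect and reference inhibitor wells for full effect; higher means more IMPase inhibition seen as more IP1 and lower FRET ratio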
Target sequence (P97697 whole entry, looked up): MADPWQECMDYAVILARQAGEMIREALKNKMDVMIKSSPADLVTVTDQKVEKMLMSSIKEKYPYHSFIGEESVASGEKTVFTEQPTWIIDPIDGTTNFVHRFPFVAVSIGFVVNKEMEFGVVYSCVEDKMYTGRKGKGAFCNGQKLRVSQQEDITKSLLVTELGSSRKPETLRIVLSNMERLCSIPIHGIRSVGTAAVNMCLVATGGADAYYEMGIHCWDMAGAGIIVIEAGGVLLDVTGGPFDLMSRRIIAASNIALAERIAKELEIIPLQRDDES
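Elevated IP1 in lysates lowers TR-FRET signal (665/620 ratio and 620 channel reported). Cells were CHO-M1, given carbachol (50 uM as added) plus 50mM LiCl, pH 7.4, 30 min, 37C; compounds titrated up to 46 uM; AC50 by Hill equation.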
PNC assembly inh: High Content Assay for Compounds that inhibit the Assembly of the Perinucleolar Compartment | PC3M PTB-GFP, PNC prevalence imaging, 16 h; stronger effect = lower value | activity change (PNC), negative = inhibition, % at 10 µM | AID 2417, 2010 | 140,000 tested, 3.1% active;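 active = readout at or below -70, meaning at least 70% loss of cells showing the perinucleolar compartment, a nuclear body marking cancer cells; inconclusive = readout between -30 and a set limit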;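 also: plate controls were DMSO wells for no effect and camptothecin positive control wells for full effect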
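PC3M cells stably expressing PTB-GFP, 750–1000 cells/well, treated 16 h at 37 °C with compound (23 nl of library stock), in duplicate. After paraformaldehyde fixation and Hoechst stain, imaged at 20x; PNC prevalence scored by image analysis.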
Starred values were filed as active, the others as inactive; ? = inconclusive; . = not tested or not shown; & = joins results of further samples; ! = not confirmed by another sample; [ ] = remark or other dose. Unless noted, calls follow the shape of the dose curve; as a rule, active = well fitted curve in the direction sought with a large enough effect; inconclusive = small, poorly fitted or top-dose-only effect, or another doubt; inactive = no such curve, though single readings can be large; an effect the other way counts as inactive or inconclusive. Unless noted, % is scaled to controls: 0 for no effect and ±100 for the full control effect.

| Molecule | 12-hLO inh | 15-hLO-2 inh | IMPase cell inh | PNC assembly inh |
| --- | --- | --- | --- | --- |
| c1ccc(-c2c3ccccc3nc3[nH]c4ccccc4c23)cc1 | -6%&0% | 39%[activator] | . | 29 |
| CCn1c(-c2ccccc2Cl)nn(CC(=O)NCCc2ccccc2)c1=S | -1% | . | . | 15 |
| NCCCC(N)CC(=O)NCC1NC(=O)C(CO)NC(=O)C(N)CNC(=O)C(C2CCN=C(N)N2)NC(=O)/C(=C\NC(N)=O)NC1=O (stereo not drawn) | 1% | 7% | . | . |
| CC(C)(C)c1ccc(C(=O)NNC(=O)c2ccccc2Br)cc1 | 6% | -1% | -1 | 35 |
| c1nc(NC2CCCCC2)c2[nH]cnc2n1 | 0% | 14% | -6 | ? |
| CC1Oc2ccccc2C=C1C1/C(=C(/O)c2ccccc2)C(=O)C(=O)N1CCCN(C)C (stereo not drawn) | -6% | 5% | -2 | -7 |
| COc1cc(C)ccc1OCCOCCOc1ccc(C)cc1[N+](=O)[O-] | -3% | . | . | 23 |
| CCC(=O)N1c2ccc(S(=O)(=O)CCC(=O)N3CCn4c3nc3ccccc34)cc2CC1C (stereo not drawn) | 2% | 3% | 5 | 35 |
| O=C(Cn1c(=O)oc2ccccc21)NC(=O)NCc1ccccc1 | -3% | -1% | 3 | -17 |
| Nc1nonc1-c1nc2ccccc2n1CCC(=O)O | -2% | -11% | -7 | ? |
| O=C(Nc1ccc2c(c1)CCC2)c1cc(S(=O)(=O)N2CCN(c3ccccc3)CC2)ccc1Cl | -2% | -8% | 10 | ? |
| O=C(Nc1cccnc1)Nc1ccc2c(c1)OCO2 | -1% | -4% | -5 | -26 |
| CCOc1cccc(NC(=O)C2CCCN(S(=O)(=O)c3ccc(OC)cc3)C2)c1 (stereo not drawn) | -23% | 16% | -1 | -29 |
| O=C(C1CCN(S(=O)(=O)c2cccc3nsnc23)CC1)N1CC=C(c2ccccc2)CC1 | -2% | -10% | 5 | ? |
| O=C(CCCCCN1C(=O)c2ccccc2C1=O)Oc1ccc2c3c(c(=O)oc2c1)CCC3 | -3% | . | -25 | 61 |
| C[C@]12CC[C@@H]3c4ccc(OC(=O)c5ccccc5)cc4CC[C@H]3[C@@H]1CC[C@@H]2O | 12% | . | . | 4 |
| Cc1nn(Cc2ccccc2Cl)c(C)c1C(=O)Nc1nnc(C2CC2)s1 | 1% | 14% | 2 | -97* |
| O=C(CN1C(=O)S/C(=C\C=C\c2ccccc2)C1=O)Nc1ccc(O)cc1 | -1% | . | . | 0 |
| CS(=O)(=O)N(CC(=O)N1CCN(C(c2ccccc2)c2ccccc2)CC1)C1CCCCC1 | -8% | 8% | 3 | -2 |
| Cc1ccc2nc(Cl)c(/C=N/NC(=O)c3ccccc3O)cc2c1 | -1% | . | 7 | ? |
| CC1CN(S(=O)(=O)c2cccc(-c3csc(-c4ccccc4)n3)c2)CC(C)O1 (stereo not drawn) | 1% | 3% | 1 | 11 |
| Cc1cccc(NC(=S)N2CCN(Cc3ccc4c(c3)OCO4)CC2)c1C | 0% | 3% | -6 | ? |
| CCOC(=O)N1CCN(CC(O)c2ccc3c(c2)CCN3)CC1 (stereo not drawn) | -11% | 2% | 9 | -11 |
| Cc1ccc(OCCCC(=O)Nc2ccc3c(c2)OCO3)cc1 | -4% | -6% | 3 | 25 |
| COc1ccc(/C=C/c2ccncc2)c2ccccc12 | -6% | 42%[activator] | 5 | 20 |
| Cc1cccc(C(=O)N2CCC(=O)N([C@H](COCc3cccc(Cl)c3)Cc3ccccc3)CC2)c1 | -1%[0.00818 µM] | 14%[0.0915 µM] | . | . |
| CCOC(=O)c1ccccc1Nc1cn(C(C)=O)c2ccccc12 | -8% | 4% | 6 | -11 |
| CS(=O)(=O)N(CC(=O)Nc1c(F)cccc1F)c1ccc(C23CC4CC(CC(C4)C2)C3)cc1 | -2% | 2% | -5 | 15 |
| Nc1csnc1C(=O)O | -1% | -1% | 0 | 18 |
| C=CCNc1nc(Nc2ccc(OC)cc2)nc(OCC)n1 | -2% | 12% | 2 | 43 |
| COC(=O)CN1C(=O)C(C)=C(c2ccc(C)cc2)S1(=O)=O | 1% | 1% | 1 | 14 |
| CCCCNC(=O)C(c1ccc(-c2ccccc2)cc1)N(CCN1CCOCC1)C(=O)CCCCCN1C(=O)NC(c2ccc([N+](=O)[O-])cc2)C(C(=O)OCc2ccccc2)=C1C (stereo not drawn) | 0%&-1% | 24% | . | 7 |
| CCCCNc1nc(C)nc2c1nc(-c1ccccc1)n2CC(C)(C)CN(C)C | -2% | 48%[activator] | . | . |
| CCN(CC)c1ncnc2c1sc1nc(C)cc(C)c12 | 2% | -2% | 5 | 80 |
| COc1cccc(OCCOc2ccccc2OC(C)C)c1 | 0% | 4% | 8 | 20 |
| CCOC(=O)c1oc2ccccc2c1CSc1nnnn1-c1ccccc1 | -7% | -14% | 7 | -7 |
| C=CCn1c(SCc2c(C)noc2C)nc2sc3c(c2c1=O)CCCCC3 | 4% | -2% | 20 | 33 |
| CCc1nc2ccccc2n1Cc1ccccc1OC | -3% | 38%[activator] | -1 | 26 |
| CN(C)CCCN1c2ccccc2Sc2ccc(Cl)cc21 | 9% | 42%[activator] | 19 | -110*! |
| COc1ccc(Br)cc1/C=C/C(=O)Nc1ccc(C)cc1 | -6% | . | -13 | -2 |
| CC(=O)Oc1ccc2c(=O)c(N3C(=O)c4ccccc4C3=O)c(C)oc2c1 | -3% | . | . | -91* |
| O=C(Nc1ccc2c3c(cccc13)CC2)c1ccco1 | 1% | -8% | 3 | 5 |
| CC(=O)c1c(C)[nH]c(C(=O)N2CCN(c3ccc(F)cc3)CC2)c1C | -3% | 0% | 0 | 12 |
| CCCCNC(=S)N(C)/N=C/c1ccc(OCC(=O)Nc2ccc(OC)cc2)c(OC)c1 | -7% | . | . | -30 |
| CN(C)S(=O)(=O)c1ccc(N2CCOCC2)nc1 | -2% | 0% | 10 | 38 |
| Cc1ccccc1-n1nc(C(=O)c2cccs2)cc(-c2nc3ccccc3[nH]2)c1=N | 0% | . | 0 | -100* |
| Cc1ccc2c(COC(=O)C34CC5CC(CC(C5)C3)C4)cc(=O)oc2c1 | 2% | . | . | -24 |
| CN(C)/C=N/c1nc2ccc3c(c2s1)CCCC3 | -6% | -4% | -8 | -21 |
| COC(=O)c1sccc1NC(=O)COc1ccc(Cl)cc1 | 2% | . | . | -4 |
| CN(C)S(=O)(=O)N1CCC(Cc2ccccc2)CC1 | -6% | . | -7 | ? |
| Cc1c(C(=O)NCc2ccc3c(c2)OCO3)oc2ccc(S(=O)(=O)N3CCCCC3)cc12 | -1% | -4% | -2 | -4 |
| C/C(=N\NC(=S)Nc1cc(S(=O)(=O)N2CCOCC2)ccc1Cl)c1ccccc1F | -7% | . | . | ? |
| Cc1ccc(NC(=O)C(NC2CCCc3ccccc32)c2ccccc2)cc1Cl (stereo not drawn) | -6% | . | . | 1 |
| N#CCCN1CCN(S(=O)(=O)c2ccc(S(=O)(=O)NCC3CCCO3)cc2)CC1 (stereo not drawn) | 0% | 0% | -13 | ? |
| CCOP(=O)(OCC)C(NC(=O)Nc1ccc(Cl)cc1)c1ccccc1 (stereo not drawn) | 2% | . | 15 | 8 |
| CCc1cc(C(=O)Nc2ccc(C)cc2Br)cs1 | -7% | . | 8 | 105 |
| Cc1[nH]c2ccccc2c1C(=O)CSc1ncn[nH]1 | 3% | . | -10 | ? |
| Cc1ccc2nc(SCC(=O)Nc3ccccc3N3CCOCC3)c(C#N)cc2c1 | 2% | . | -6 | -111* |
| C#CCOc1c(Cl)cc(/C=N/O)cc1OC | 0% | . | . | ? |
| COC(=O)[C@@]1(Cc2ccc(OC)cc2)[C@H]2c3cc(C(=O)N(C)C)n(Cc4ccc(O)c(OC)c4)c3C[C@H]2CN1C(=O)c1ccccc1 | -24% | ? | . | . |

Next part:
| Molecule | 12-hLO inh | 15-hLO-2 inh | IMPase cell inh | PNC assembly inh |
| --- | --- | --- | --- | --- |
| COCCNC(=O)c1ccccc1NC(=O)c1ccc(OC)c(OC)c1 | 7% | 2% | 5 | 50 |
| O=C(NC(=S)Nc1cc(C(F)(F)F)ccc1N1CCOCC1)c1ccc(-c2cccc(Cl)c2)o1 | 1% | . | . | ? |
| CC(C)CCNC(=O)CN(C)S(=O)(=O)c1cccc2nsnc12 | -5% | -7% | -2 | ? |
| COCC(=O)N1CCC[C@@]2(CCN(Cc3nccs3)C2)C1 | 2% | 1% | . | . |
| CCOc1cc(S(=O)(=O)NCc2ccccn2)c(C)cc1C | 3% | 5% | -4 | ? |
| O=C(COC(=O)CCSc1ccccc1)Nc1ccc(F)cc1Cl | 0% | . | . | ? |
| O=C(CN1CCC(n2nnc3ccccc32)CC1)NCc1cccs1 | -1% | -1% | -3 | 25 |
| COc1ccc(S(=O)(=O)NCCOc2ccccc2)cc1OC | 10% | 3% | -10 | -9 |
| Cc1cc(C)c(-c2csc(NC(=O)COC(=O)c3ccc4c(c3)OCO4)n2)c(C)c1 | -3% | . | . | -5 |
| CCOC(=O)C1=C(C)N=c2s/c(=C/c3ccccc3)c(=O)n2C1c1ccc(OC)c(OC)c1 (stereo not drawn) | 3% | 13% | 6 | 11 |
| COc1ccc(NC(=O)Cc2c(C)n(C(=O)c3ccc(Cl)cc3)c3ccc(OC)cc23)cc1 | 0% | . | -2 | 60 |
| CCN(c1ccc(OC)cc1)c1ncnc2nc[nH]c12 | 6% | -1% | 1 | 0 |
| Fc1cccc2sc(N3CCOCC3)nc12 | -9% | . | 3 | 45 |
| CC(=O)NC(CCS(C)(=O)=O)C(=O)N1CCc2ccccc21 (stereo not drawn) | -1% | 0% | -3 | ? |
| O=C(O)CNc1nc(Cl)ccc1[N+](=O)[O-] | -9% | -19% | 2 | 46 |
| O=c1oc2ccccc2cc1-c1ccc(O)cc1 | -7% | . | . | 7 |
| COc1ccc(N2CCN(C(=O)CN(c3ccccc3)S(C)(=O)=O)CC2)cc1 | -4% | -8% | 14 | ? |
| COc1cccc(C(=O)Nc2ccc(NC(=O)C(C)C)nc2)c1 | -3% | 3% | -20 | -5 |
| CC(NCCO)C(=O)C12CC3CC(CC(C3)C1)C2 (stereo not drawn) | 0% | 0% | 11 | ? |
| O=C(CSc1ccccc1)NCCSCc1ccccc1 | -3% | . | . | ? |
| CCCCc1cc(=O)oc2c(CN(C)C)c(O)c(Cl)cc12 | -13% | -5% | -25 | -10 |
| CCOc1cccc(-c2nnc(SCC(=O)Nc3cccc(OC)c3)n2N)c1 | -3% | 0% | 6 | 39 |
| Cc1ccccc1C(=O)NC(=S)NCCc1ccccc1 | ? | . | . | -9 |
| Cc1ccc2c(c1)N(CCC(=O)NCc1cccs1)C(=O)C(C)O2 (stereo not drawn) | 1% | -3% | 3 | -3 |
| COc1ccc2nc(NC(=O)c3ccoc3C)sc2c1 | -1% | 7% | 4 | 21 |
| Oc1ccc2ccccc2c1CN1CCN(c2ccccc2F)CC1 | -1% | . | 11 | 72 |
| Nc1nc2c(nc(Br)n2[C@@H]2O[C@H]3COP(=O)(O)O[C@@H]3[C@H]2O)c(=O)[nH]1 | -3% | 4% | 4 | . |
| O=C(CCNS(=O)(=O)c1cccs1)NCc1ccccc1 | 10% | -6% | -6 | -23 |
| CC1(C)Oc2ccc(/C=C/C(=O)N3CCOCC3)c(O)c2C(N2CCOCC2)C1O (stereo not drawn) | 2% | . | . | 1 |
